Gal4-VP16 FLuc: Gal4-VP16 reporter inhibition counter-screen. 310,000 tested, 3.5% active. Potency, µM (doses to about 53.6 µM), for inactives: at the top dose activity, negative = inhibition, actives largely listed as inhibitors. AID 2546. Drosophila S2 Gal4-VP16 UAS-luciferase, luminescence, 20 h;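 note: Gal4-VP16 expression switched on by copper sulfate through the metallothionein promoter; potency is the fitted concentration of half-maximal effect; % is set by controls: 0 for no effect and ±100 for the full control effect; nearly all actives have a fitted effect of over 50% in size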
RORgamma inh: inhibitors of mouse ROR gamma transcriptional activity | Potency, µM (top dose mostly 53.6 µM), inactives show at the highest dose activity change, negative = inhibition, hits mostly inhibitors | Drosophila S2 Gal4-RORgamma UAS-luciferase reporter, 20 h | 310,000 tested, 5.4% active; note: potency is the fitted concentration of half-maximal effect; % is set by controls: 0 for no effect and ±100 for the full control effect; nearly all actives have a fitted effect of over 60% in size
Target sequence (P51450 whole entry, looked up, the tested form may be a part): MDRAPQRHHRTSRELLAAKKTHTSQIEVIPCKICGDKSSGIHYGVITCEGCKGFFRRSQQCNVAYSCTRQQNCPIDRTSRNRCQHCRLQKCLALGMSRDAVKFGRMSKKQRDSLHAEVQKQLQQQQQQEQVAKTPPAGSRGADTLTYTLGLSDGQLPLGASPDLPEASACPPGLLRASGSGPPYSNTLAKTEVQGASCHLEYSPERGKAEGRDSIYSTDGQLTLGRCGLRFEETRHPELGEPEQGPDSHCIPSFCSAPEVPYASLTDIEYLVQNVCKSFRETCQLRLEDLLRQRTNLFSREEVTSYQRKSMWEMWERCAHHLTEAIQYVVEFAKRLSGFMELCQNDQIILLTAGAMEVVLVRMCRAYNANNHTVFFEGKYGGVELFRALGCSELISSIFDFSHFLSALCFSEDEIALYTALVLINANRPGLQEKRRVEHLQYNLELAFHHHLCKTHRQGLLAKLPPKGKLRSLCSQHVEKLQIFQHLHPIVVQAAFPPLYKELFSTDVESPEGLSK
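A Gal4/UAS one-hybrid system in insect cells: metallothionein-promoter Gal4–ROR gamma fusion plus Photinus luciferase reporter. Copper sulfate 700 uM final, 20 hr ambient incubation, luminescent detection after 10 min with reagent.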
BRCA1 expr up: increases BRCA1 expression; MCF7-BRCA1-FFLuc reporter, luminescence, 48 h; response scale: scaled: vehicle 0%, 10 µM genistein 100%; Potency, µM (series often up to 46.1 µM), for inactives: at the highest dose activation, actives largely listed as activators; 380,000 tested, 1.1% active; AID 624202; note: potency is the fitted concentration of half-maximal effect; nearly all actives have a fitted effect of over 80% in size; some results filed as inactive show a strong effect at the top dose
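MCF7 cells carrying a BRCA1-firefly luciferase reporter (2000 cells/well, phenol-red free MEM) were attached for 2 h at 37 °C, then given compounds for 48 h. Luminescence was read 15 min after luciferase reagent; activity normalized to genistein (10 microM) and DMSO.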
p53 reactivator: mutant p53 re-activation in reporter cells; H1299 p53-A138V BP100-luciferase reporter, luminescence, 24 h; Potency, µM (top dose mostly 92.2 µM), for inactives: top-dose activity change, positive = activation, actives largely listed as activators; 320,000 tested, 0.063% active; AID 504706; note: potency is the fitted concentration of half-maximal effect; % of control where 0% means no effect; nearly all actives have a fitted effect of over 45% in size
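p53-null H1299 cells stably carrying temperature-sensitive p53-A138V and a BP100-luciferase reporter were pinned with compounds (4-point, 1:5 series) and held 24 hrs at 37 deg C. Luminescence was read 10 min after detection reagent.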
Tb PFK block: T. brucei PFK enzyme inhibition. AID 485367. T. brucei PFK, ADP-Glo luminescence. 330,000 tested, 0.17% active. O15648. Potency, µM (doses to about 57.5 µM), for inactives: at the highest dose activity, negative = inhibition, actives largely listed as inhibitors;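 note: potency is the fitted concentration of half-maximal effect; 0% = uninhibited 1x PFK enzyme wells and -100% = no-enzyme wells; nearly all actives have a fitted effect of over 60% in size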
Target sequence (O15648 whole entry, looked up): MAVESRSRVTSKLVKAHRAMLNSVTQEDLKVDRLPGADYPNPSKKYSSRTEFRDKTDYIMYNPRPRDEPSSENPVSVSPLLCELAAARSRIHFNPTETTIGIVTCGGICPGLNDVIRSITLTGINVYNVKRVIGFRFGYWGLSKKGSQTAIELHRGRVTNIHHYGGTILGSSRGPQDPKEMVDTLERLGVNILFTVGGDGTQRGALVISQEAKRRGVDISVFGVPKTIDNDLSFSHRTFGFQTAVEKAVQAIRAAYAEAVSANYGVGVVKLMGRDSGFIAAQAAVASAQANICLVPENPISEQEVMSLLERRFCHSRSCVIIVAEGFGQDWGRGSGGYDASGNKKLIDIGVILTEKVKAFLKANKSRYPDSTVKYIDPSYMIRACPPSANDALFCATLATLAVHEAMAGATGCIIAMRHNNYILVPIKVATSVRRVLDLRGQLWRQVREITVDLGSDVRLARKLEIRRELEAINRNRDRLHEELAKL
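Activity is normalized to no-enzyme wells (full inhibition) and 1.25 nM enzyme wells (no inhibition). Reaction: 0.5 mM F6P, 0.1 mM ATP, 45 min RT, ADP-Glo luminescence; concentration-response curves fitted and classed by quality.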
TRPV1 agonist: agonists of human vanilloid receptor 1 (TRPV1). Q8NER1. TRPV1-expressing cells, Fluo-8 calcium influx, agonist mode. activation, % at 8.33 µM. 320,000 tested, 0.19% active. AID 540275; in the data active = activation above about 80%; inconclusive = between about 30% and that limit; note: 0% is about no effect
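TRPV1-expressing cells were cultured overnight at 35.5C and loaded with Fluo-8 calcium dye for 40 to 90 min at room temperature. After a 10 s baseline, compound was added and calcium influx was read kinetically for 3 min (ex 480/em 520 nm).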
ELG1 genotox: inducers of genotoxicity in HEK293T ELG1-luciferase cells; HEK293T ELG1-luciferase reporter, luminescence, 16 h; Potency, µM (titrated, usually from 46 µM), without a hit: at the highest dose activity change, positive = activation, hits mostly activators; 330,000 tested, 1.3% active; AID 504466; note: potency is the fitted concentration of half-maximal effect; % of control where 0% means no effect; nearly all actives have a fitted effect of over 60% in size
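HEK293T cells expressing luciferase-tagged ELG1 were exposed to compound or DMSO vehicle for 16 hr at 37 °C and 5% CO2. Luciferase activity was then measured with ONE-Glo after 30 min at room temperature.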
FLuc modulator: counter-screen for miR-21 project: firefly luciferase inhibitors or activators. Potency, µM (doses to about 57.5 µM), inactives show at the top dose activity change, negative = inhibition, most hits filed as inhibitors. 360,000 tested, 6.9% active. P08659. purified FLuc, Km substrates, luminescence inhibition;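 note: potency is the fitted concentration of half-maximal effect; plate controls were vehicle for no effect and reference inhibitor for full effect; nearly all actives have a fitted effect of over 55% in size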
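Biochemical qHTS of compounds, final roughly 60 µM downward over six points, against 10 nM purified firefly luciferase using Km concentrations of substrates (10 uM D-luciferin, 10 uM ATP) in Tris acetate pH 7.5 buffer; luminescence output.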
NPC1 prom act: activates the NPC1 promoter; Huh7 NPC1 promoter luciferase reporter, 24 h; Potency, µM (top dose mostly 9.22 µM), for inactives: at the highest dose activation, usual class: activators; 320,000 tested, 2.4% active; AID 485313;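 note: potency is the fitted concentration of half-maximal effect; % of control where 0% means no effect; nearly all actives have a fitted effect of over 60% in size; reporter is driven by a mutant NPC1 promoter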
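Luminescence read-out of NPC1 promoter-driven luciferase in stably transfected Huh7 cells; compounds delivered in DMSO and left 24 h at 37C, 5% CO2, qHTS titration format.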
Rab9 promoter act: activates the Rab9 promoter; 320,000 tested, 2.8% active; Potency, µM (series often up to 9.22 µM), for inactives: at the top dose activation, negative = inhibition, hits mostly activators; Huh7 Rab9 promoter-luciferase reporter, luminescence, 24 h; note: potency is the fitted concentration of half-maximal effect; % of control where 0% means no effect; nearly all actives have a fitted effect of over 60% in size
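Huh7 cells stably carrying a Rab9 promoter-luciferase reporter, 1500 cells per well in OP-MEM I with 10% FBS, treated with compound 24 hours at 37C. Luciferase activity read by luminescence after 10 minutes with Amplite reagent.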
ELG1 repair inh: ELG1-dependent DNA repair inhibition; HEK293T ELG1-luciferase reporter, luminescence, 16 h; DNA damage induced by 5-fluorouridine; Potency, µM (series often up to 46.1 µM), for inactives: at the highest dose activity change, negative = inhibition, usual class: inhibitors; 330,000 tested, 2.3% active; AID 504467; note: potency is the fitted concentration of half-maximal effect; % is set by controls: 0 for no effect and ±100 for the full control effect; nearly all actives have a fitted effect of over 55% in size
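In this reporter screen, reduction of luminescence relative to DMSO vehicle indicated activity. Compounds and 5-fluorouridine were added together to 2,000 cells per well, incubated for 16 hr at 37 °C, then developed with ONE-Glo.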
An asterisk follows results filed as active; ? = inconclusive; · = no result given; & = joins results of further samples; [ ] = dose if it differs, or a comment. Unless noted, calls come from the whole dose curve; as a rule, active = well fitted curve in the direction sought with a large enough effect; inconclusive = small, poorly fitted or top-dose-only effect, or another doubt; inactive = no such curve, though single readings can be large; an effect the other way counts as inactive or inconclusive.

SMILES	Gal4-VP16 FLuc	RORgamma inh	BRCA1 expr up	p53 reactivator	Tb PFK block	TRPV1 agonist	ELG1 genotox	FLuc modulator	NPC1 prom act	Rab9 promoter act	ELG1 repair inh
O=C(CSc1nnc2ccccn12)NNC(=O)c1ccccc1F	·	·	0%	3%	1%	·	11%	·	·	·	0%
N#Cc1c2c(c(-c3ccco3)[nH]c1=O)CCCC2	3%	-3%	5%	-4%	2%	8	-3%	-1%	-3%	4%	0%
O=C(O)c1ccc(S(=O)(=O)N2CCOCC2)o1	0%	-17%	-6%	5%	-3%	9	2%	3%	1%	3%	22%
O=C(CSc1ccc2c(c1)OCCO2)NCCc1ccc(Cl)cc1Cl	-1%	-22%	-12%	-6%	2%	7	1%	-2%	-4%	0%	0%
CCOC(=O)/C(=C/c1ccc(OC(=O)c2ccncc2)cc1)C(C)=O	17%	?	0%	0%	-1%	4	3%	-13%	-4%	1%	-6%
CCC(Oc1ccc2c(c1)C(=O)CC(C)(C)O2)C(=O)NCCN1CCCCCC1 (centres undefined)	-10%[0.365 µM]	-14%	-15%	-10%	1%	0	19%	3%	-1%	0%	-12%
CC(Oc1ccccc1)C(=O)Nc1nnc(S(=O)(=O)Nc2ccccc2)s1 (centres undefined)	-4%	43%	1%	·	-2%	4	1%	0%	-7%	2%	4%
O=c1cc(N2CCCCCC2)[nH]c(=O)n1-c1ccccc1Cl	-6%	-2%	5%	-5%	-2%	2	-2%	-9%	1%	2%	-8%
COCCN(C(=O)CSc1nnc(Nc2ccc(C)cc2)s1)c1c(N)n(CC(C)C)c(=O)[nH]c1=O	-10%	-20%	1%	-2%	-2%	-2	2%	11µM*	-2%	-1%	9%
CCn1c(/C=C/c2ccccc2[N+](=O)[O-])nc2ccccc2c1=O	-8%	-25%	-2%	-2%	-3%	17	3%	?	-3%	2%	?
Cc1ccccc1NS(=O)(=O)c1cc(C(=O)Nc2cccnc2)ccc1C	-11%	33%	-32%	-6%	-1%	11	-10%	1%	1%	-2%	-19%
Cn1c(O)c(C=Nc2ccc(N3CCOCC3)cc2)c(=O)n(C)c1=S	12%[10 µM]	30%	-12%	1%	-3%	1	-13%	1%	-3%	-6%	1%
O=[N+]([O-])c1ccc(C(=S)N2CCCC2)cc1	-1%	7%	-15%	-1%	-13%	0	5%	-3%	0%	-3%	?
Cc1ccc(-n2cnc3ncnc(-c4ccccc4)c32)cc1	2%	41%	5%	-4%	3%	5	-2%	6%	-6%	-3%	-18%
Cn1cnnc1SCCOc1ccc(Cl)cc1	9%	15%	76%	2%	2%	-3	17%	-1%	2%	14%	?

Structures listed so far that contain a Cl atom:
SMILES	Gal4-VP16 FLuc	RORgamma inh	BRCA1 expr up	p53 reactivator	Tb PFK block	TRPV1 agonist	ELG1 genotox	FLuc modulator	NPC1 prom act	Rab9 promoter act	ELG1 repair inh
O=C(CSc1ccc2c(c1)OCCO2)NCCc1ccc(Cl)cc1Cl	-1%	-22%	-12%	-6%	2%	7	1%	-2%	-4%	0%	0%
O=c1cc(N2CCCCCC2)[nH]c(=O)n1-c1ccccc1Cl	-6%	-2%	5%	-5%	-2%	2	-2%	-9%	1%	2%	-8%
Cn1cnnc1SCCOc1ccc(Cl)cc1	9%	15%	76%	2%	2%	-3	17%	-1%	2%	14%	?

Continued:
SMILES	Gal4-VP16 FLuc	RORgamma inh	BRCA1 expr up	p53 reactivator	Tb PFK block	TRPV1 agonist	ELG1 genotox	FLuc modulator	NPC1 prom act	Rab9 promoter act	ELG1 repair inh
CNC(=S)NNC(=O)c1cccn(Cc2cccc(Cl)c2)c1=O	-17%	?	1%	0%	?	-3	3%	2%	-3%	0%	?
Cc1cc2nc(N3CCN(C(=O)c4ccco4)CC3)sc2cc1C	·	·	?	?	1%	?	19%	6µM*	2.5µM*	0.79µM*	?
COc1ccc(N2Cc3ccccc3C2=NC(=O)c2cccc([N+](=O)[O-])c2)cc1	?	36%	-12%	?	3%	21	?	?	22%	24%	?
Cc1c(C)c2ccc(OCC(=O)NCCc3c[nH]c4ccccc34)c(C)c2oc1=O	-1%	4%	1%	·	2%	-2	3%	-1%	-2%	-2%	?
Cc1ccc(CCNC(=O)CN(c2cc(C)cc(C)c2)S(=O)(=O)c2c(C)noc2C)cc1	-8%	-20%	-14%&0%	5%	1%	23	0%	2%&-8%	-2%	-9%	29%
Cc1c(/C=N\NC(=O)C2COc3ccc(C(C)(C)C)cc3O2)c2ccccc2n1C (centres undefined)	-6%	2%	-75%	?	0%	-4	-4%	-9%	1%	-2%	?
CC(=O)c1cc2c(cc1NS(=O)(=O)c1ccccc1C)OCO2	2%	-11%	·	9%	1%	-1	-3%	-1%	-3%	-11%	-7%
COc1ccc(C(=O)CCC(=O)Nc2cc(Cl)c(O)c(Cl)c2)cc1	5%	37%	-20%	-4%	-5%	23	1%	-11%	-2%	-1%	2%
O=C(Nc1ccc(CN2CCOCC2)cc1)c1ccc(Br)o1	-13%	-26%	?	9%	-10%	2	?	19µM*	3.2µM*	?	?
Cc1c(NC(=O)CSc2ccccc2F)c(=O)n(-c2ccccc2)n1C	-17%	-3%	-20%	-2%	?	-7	-2%	-4%	-7%	11%	1%
CC(C)C[C@H](NC(=O)c1nc[nH]c1C(=O)N1CCN(C(=O)OC(C)(C)C)CC1)C(=O)OCc1ccccc1	?	8.9µM*	0%	-3%	-4%	1	8%	0%	-4%	1%	4%
Cc1ccc(N=Cc2ccc(N(C)C)cc2)cc1	0%	-9%	0%	9%	-1%	0	0%	?	1%	-2%	14%
O=C(COC(=O)C(Cc1ccccc1)NC(=O)c1cccs1)NCc1ccccc1 (centres undefined)	·	·	1%	-8%	-6%	11	3%	8%	-5%	0%	4%
COc1ccc2ccccc2c1C(O)c1nccn1C (centres undefined)	6%	-43%	-27%	11%	-6%	0	-2%	0%	-1%	15%	-14%
O=C(Nc1ccc(F)cc1)N1CCC(c2nc3c(nnn3Cc3cccc(Cl)c3)c(=O)[nH]2)CC1	-4%	1%	-57%	-15%	9%	0	-3%	0%	-2%	-4%	0%

Brought forward from above: 5 entries, followed by the next part.
SMILES	Gal4-VP16 FLuc	RORgamma inh	BRCA1 expr up	p53 reactivator	Tb PFK block	TRPV1 agonist	ELG1 genotox	FLuc modulator	NPC1 prom act	Rab9 promoter act	ELG1 repair inh
CC(C)C[C@H](NC(=O)c1nc[nH]c1C(=O)N1CCN(C(=O)OC(C)(C)C)CC1)C(=O)OCc1ccccc1	?	8.9µM*	0%	-3%	-4%	1	8%	0%	-4%	1%	4%
Cc1ccc(N=Cc2ccc(N(C)C)cc2)cc1	0%	-9%	0%	9%	-1%	0	0%	?	1%	-2%	14%
O=C(COC(=O)C(Cc1ccccc1)NC(=O)c1cccs1)NCc1ccccc1 (centres undefined)	·	·	1%	-8%	-6%	11	3%	8%	-5%	0%	4%
COc1ccc2ccccc2c1C(O)c1nccn1C (centres undefined)	6%	-43%	-27%	11%	-6%	0	-2%	0%	-1%	15%	-14%
O=C(Nc1ccc(F)cc1)N1CCC(c2nc3c(nnn3Cc3cccc(Cl)c3)c(=O)[nH]2)CC1	-4%	1%	-57%	-15%	9%	0	-3%	0%	-2%	-4%	0%
O=C(Cc1ccccc1)NNC1=NS(=O)(=O)c2ccccc21	-4%	-4%	-1%	-3%	-3%	2	2%	?	1%	-10%	6%
O=C(Nc1cccc(S(=O)(=O)NC2=NCCC2)c1)c1cnc(Cl)c(Cl)c1	·	·	-18%	-6%	-9%	-1	0%	-12%	-2%	-6%	-18%
O=C(O)c1ccc(S(=O)(=O)N(CCc2ccccc2)Cc2ccc(Cl)cc2)cc1	-21%	-13%[1.91 µM]	5%	·	1%	1	-5%	6%	-5%	-5%	?
CN(C)CCCN(C(=O)c1ccco1)c1nc2c(F)cccc2s1	-3%	-27%	1%	9%	-2%	-1	12%	-3%	1%	1%	?
O=C(CNC(=O)c1ccco1)OCc1ccccc1F	·	·	-15%	-2%	0%	·	1%	·	·	·	-1%
CCCc1c(O)c2ccccc2n(-c2ccccc2)c1=O	-8%	22%	3%	4%	0%	·	1%	2%	-6%	0%	4%
CCCNC(=O)c1noc2c1CCc1cc(OC)ccc1-2	-21%	-32%	?	30%	4%	24	?	4.3µM*	1.4µM*	2µM*	?
COC(=O)c1ccc(C2CC(=O)Nc3cc(OC)c(OC)c(OC)c32)cc1 (centres undefined)	3%	0%	-38%	-14%	0%	2	8%	-2%	-7%	-2%	?
COC(=O)c1ccc(OC(=O)c2ccco2)cc1	3%	-10%	-8%	-1%	-3%	13	2%	?	10%	-2%	29%

High-throughput results (PubChem)
